Screening data deposited in PubChem by several laboratories.
Runt-SMMHC FRET – inhibitors of human RUNX1 Runt domain binding to CBFb-SMMHC; Q01196+Q13951; Cerulean-Runt/Venus-CBFb-SMMHC FRET ratio 530/480, 1 h; inhibition, % at 20 µM; 220,000 tested, 0.74% active;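 active = mean inhibition across duplicate retests at 20 µM reaching about 50%, limit read from the data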;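 also: 0% = DMSO wells and 100% = wells with excess untagged CBFb-SMMHC; inhibitors lower the FRET ratio by blocking Runt binding to CBFb-SMMHC; some results filed as inactive read as strong as hits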
Runt-CBFb FRET – blocks binding of human RUNX1 Runt domain to CBFb; Cerulean-Runt/Venus-CBFb FRET ratio 530/480, 1 h; 220,000 tested, 0.46% active; AID 1496; inhibition, % at 20 µM; Q01196+Q13951;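 active = inhibition over about 50% at 20 µM in the single-dose screen, limit read from the data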;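 also: 0% = DMSO wells and 100% = excess unlabeled CBFb competitor control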
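System: Cerulean-labeled Runt domain protein | Quantity: 100 nM of each labeled protein | Schedule: 1 h compound exposure, room temperature | Detection: Fluorescence energy transfer, 422 nm excitation, 530/480 nm emission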
RBBP9 inh – human RBBP9 hydrolase inhibition. O75884. inhibition, % at 7.94 µM. 220,000 tested, 0.2% active. AID 1515. recombinant RBBP9, FP-Rh probe fluorescence polarization;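 active = inhibition above the campaign mean of all tested compounds plus 3 SD, cut at about 14% in these data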;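 also: plate controls were DMSO wells with RBBP9 for no effect and wells lacking RBBP9 protein for full effect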
Target sequence (O75884 whole entry, looked up): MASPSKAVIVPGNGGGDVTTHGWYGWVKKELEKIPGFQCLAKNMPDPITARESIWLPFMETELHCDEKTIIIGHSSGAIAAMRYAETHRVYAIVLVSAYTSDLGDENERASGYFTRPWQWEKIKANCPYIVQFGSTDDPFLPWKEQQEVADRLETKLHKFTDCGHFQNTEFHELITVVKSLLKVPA
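System: RBBP9 protein / Buffer or medium: Tris/NaCl buffer pH 8.0 with 0.1% Pluronic / Probe or stimulus: Serine-hydrolase probe FP-Rh, 375 nM pre-mixing / Dosing: 7.94 µM single dose, 0.794% DMSO / Times: enzyme-compound preincubation 30 min, then probe labeling 45 min, 25 °C / Technique: fluorescence polarization (mP), excitation 525 nm, emission 598 nm / Replication: singlicate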
p97 inhibitor – inhibitors of human p97 ATPase | P55072 | recombinant p97 ATPase, Kinase-Glo ATP luminescence, 3 h | inhibition, % at 8 µM | 220,000 tested, 0.42% active; in the data active = inhibition above about 15%;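 also: 0% = DMSO vehicle and 100% = wells lacking enzyme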
NPY2 pot ag – human NPY-Y2 potentiation or agonism, primary screen; 220,000 tested, 0.45% active; activation, % at 3.6 µM; AID 1359; cells expressing NPY-Y2, potentiator/agonist read-out; in the data active = activation above about 27%;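 also: cells stimulated with NPY near EC25 plus isoproterenol at EC100; 0% = vehicle plus submaximal agonist and 100% = vehicle plus saturating agonist; some results beyond the cut were filed as inactive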
NPY-Y1 antag – blocks the human neuropeptide Y Y1 receptor; P25929; HEK293-CNG Y1 cells, membrane potential fluorescence; NPY at EC95, then isoproterenol; inhibition, % at 3.6 µM; 200,000 tested, 1% active; AID 1040;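 active = inhibition above the campaign mean inhibition of all tested compounds plus 3 SD, cut at about 20% in these data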;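 also: 0% = DMSO wells given NPY plus isoproterenol and 100% = isoproterenol alone without NPY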
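Material: HEK293 cells co-expressing NPY Y1 receptor and cyclic-nucleotide gated channel. Timing: compound incubation 1 h at room temperature, readout 45 min post-stimulation. Signal: fluorescence, membrane potential probe.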
NPY1 pot ag – potentiates or activates human NPY-Y1 receptor | NPY-Y1 expressing cells, potentiator/agonist activation | activation, % at 3.6 µM | 220,000 tested, 0.37% active | AID 1304; in the data active = activation above about 33%, passing the limit was not always enough;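 also: cells stimulated with NPY at EC10 then isoproterenol at EC100; 0% = low agonist plus stimulus and 100% = saturating agonist plus stimulus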
Mdm2 ligase inh – blocks human Mdm2 ubiquitin ligase activity | signal enhancement, % at 5 µM | cell-based MDM2 ubiquitination luciferase reporter, 2 h; 0 = plate control, 100 = twice control, blank-subtracted | 210,000 tested, 0.11% active;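 active = signal enhancement of 30% or more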;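 also: luminescence tracks abundance of the self-degrading MDM2-luciferase fusion protein; higher signal means inhibition of MDM2 E3 ligase activity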
Target sequence (Q00987 whole entry, looked up, the tested form may be a part): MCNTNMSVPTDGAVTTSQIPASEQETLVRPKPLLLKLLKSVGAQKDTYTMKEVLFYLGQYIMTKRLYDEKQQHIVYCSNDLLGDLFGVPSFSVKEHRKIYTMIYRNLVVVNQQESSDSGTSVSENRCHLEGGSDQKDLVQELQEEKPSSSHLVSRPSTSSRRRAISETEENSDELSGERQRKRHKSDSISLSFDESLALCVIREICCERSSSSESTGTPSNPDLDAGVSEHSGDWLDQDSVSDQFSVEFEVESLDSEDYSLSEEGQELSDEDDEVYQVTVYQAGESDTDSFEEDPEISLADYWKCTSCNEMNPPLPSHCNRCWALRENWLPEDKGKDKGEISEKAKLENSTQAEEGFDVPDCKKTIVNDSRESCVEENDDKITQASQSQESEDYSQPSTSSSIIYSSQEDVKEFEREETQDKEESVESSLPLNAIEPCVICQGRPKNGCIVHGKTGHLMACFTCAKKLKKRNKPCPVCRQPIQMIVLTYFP
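test system = mammalian cells stably expressing self-ubiquitinating, self-degrading MDM2 E3–luciferase fusion | quantity = 2000 cells/well | incubation = cell settling 4 h, compound treatment 2 h, both 37 °C | signal = luminescence with SteadyLite reagent, 15 min at room temperature | evaluation = % enhancement relative to plate controls after blank subtraction | benchmarks = plate controls and plate blanks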
Hck Nef HTS – human Hck-Nef kinase inhibition. P08631. Recombinant Hck-YEEI plus Nef, Z-Lyte FRET kinase assay. inhibition, % at 20 µM. 220,000 tested, 0.68% active. AID 463187;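 active = Hck-Nef kinase inhibition above about 50%, limit read from the data; inactive = inhibition below that limit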;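 also: 0% = DMSO with Hck plus Nef and 100% = Hck alone without Nef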
Active calls of the source: *; · = no result given.

Runt-SMMHC FRET	Hck Nef HTS	NPY2 pot ag	Mdm2 ligase inh	NPY-Y1 antag	p97 inhibitor	Runt-CBFb FRET	RBBP9 inh	NPY1 pot ag	smiles
39	97*	-3	-14	3	24*	3	0	-6	CCCCn1c(NS(=O)(=O)c2ccc(C)cc2)c(S(=O)(=O)c2ccccc2)c2nc3ccccc3nc21
-5	17	·	-2	·	·	3	·	·	COc1ccc(C(CC(=O)N2CCCCC2)c2c(O)cc(OC)cc2OC)cc1 (stereo unspecified)
1	2	7	10	-3	-3	1	-11	-7	CCOc1cccc(C(=O)NNC(=O)CCC(=O)O)c1
2	-18	-50	-18	11	1	2	-6	-29	Cc1ccc2nc(SCC(=O)Nc3ccc4c(c3)OCCO4)[nH]c2c1
-7	4	-8	2	0	-4	0	-5	-20	Cc1ccc(Oc2ccc(NC(=O)c3ccco3)cc2)cc1
-1	22	-7	-12	3	2	0	-7	-9	O=S1(=O)N=C(Nc2ccc(O)cc2)c2ccccc21
3	-1	10	-12	-2	2	1	-10	10	O=C(NCC(=O)N(CC1CCCO1)C(C(=O)NC1CCCC1)c1ccc(F)cc1)c1ccco1 (stereo unspecified)
0	0	-5	-13	-6	7	2	-4	-1	CCCOc1ccc(/C(O)=C2/C(=O)C(=O)N(CCCOC)C2c2ccncc2)cc1 (stereo unspecified)
-4	21	-19	-13	5	-3	-6	-9	0	COc1ccc(CCNC(=O)c2ccc(N(C)S(=O)(=O)c3ccc(C)cc3)cc2)cc1OC
4	-17	-10	-16	-3	-3	3	-3	10	CCn1c(CNC(=O)Cc2ccc(OC)cc2)nnc1SCC(=O)c1ccc(Br)cc1
-4	-1	1	-3	7	-7	-1	-6	18	Cc1cc(NC(=O)c2nn(C)c(C)c2[N+](=O)[O-])no1
-2	2	4	-14	0	3	2	-9	12	Cc1cc(C)n(-c2ccc(N3CCOCC3)nn2)n1
1	4	-7	-14	0	7	-2	12	-6	Cc1cc(C)c2c(c1)NC(=O)C2(O)CC(=O)c1cccs1 (stereo unspecified)
-9	3	20	-17	1	-1	1	-1	6	Cc1ccsc1/C=N/Nc1nc2ccccc2s1
-4	3	8	-5	2	2	1	11	-5	Cc1c(C(=O)c2ccc([N+](=O)[O-])cc2)c(=O)n(C)c(=O)n1C
1	3	-6	-9	13	0	-2	-1	-18	CCC1CCCCN1C(=S)NC1CCCCC1 (stereo unspecified)
4	4	-4	3	9	-2	0	-1	9	CC(=O)N(c1ccc(C)cc1)S(=O)(=O)c1ccc(Cl)cc1
4	3	-19	-2	4	1	-3	-2	-35	COC(=O)c1c(C(=O)OC)c2cc(C)ccn2c1Cl
2	-1	-2	7	8	-1	0	-12	-35	COc1cc(NC(=S)NC(=O)c2c(OC)cccc2OC)ccc1NC(=O)c1cccs1
-3	17	-12	·	·	3	-1	-1	12	O=C(NCc1cccs1)C1CCCN1C(=O)Nc1ccc(F)cc1 (stereo unspecified)
-2	4	-1	-12	2	-7	4	-7	15	O=C(Oc1ccc2c3c(c(=O)oc2c1)CCC3)c1ccccc1[N+](=O)[O-]
-3	24	-2	-6	12	0	-3	-1	-12	CCc1ccc(C(=O)COC(=O)c2cncc(Br)c2)cc1
-4	9	6	-5	-1	5	-1	3	8	COc1ccc2cc(C)c3nnc(SCC(=O)Nc4cc(OC)c(OC)cc4C(=O)O)n3c2c1
0	112*	0	-20	-1	5	-6	40*	27	CCCCCCCCCCCCCCCC[n+]1ccc(/C=N/O)cc1
-3	10	-11	2	·	-2	1	3	-23	Nc1nnc(-c2cccc(F)c2)s1
2	2	3	10	2	2	1	-4	6	O=C(CC(=O)NCc1cccnc1)NCc1cccnc1
-2	2	-13	-9	-3	1	-3	3	5	Cc1ccc(SCC(=O)NNC(=O)C2CCCCC2)cc1
1	-3	-9	1	3	2	0	2	-10	COc1cccc(C(=O)NCCN2C(=O)S/C(=C/c3cccs3)C2=O)c1OC
-1	0	4	-5	1	-2	-5	-6	-1	O=C(NCc1ccco1)C1CCN(c2nc3ccccc3n2Cc2ccc(F)cc2)CC1
-2	23	0	-11	1	-3	-6	-5	0	CCOC(=O)Cc1c(C)nc2c(-c3ccc(Cl)cc3)cnn2c1C
-3	1	-21	-11	4	3	3	-3	-24	N#CCSc1nc2c(cc1C#N)CCCC2
-1	11	6	10	·	-2	1	-11	-13	Cc1nn(Cc2cccc(C(=O)O)c2)c(C)c1[N+](=O)[O-]
-1	-7	-4	-1	·	-1	1	-10	-19	CN1C2CCC1CC(NC(=O)CSc1ccc(Cl)cc1)C2 (stereo unspecified)
-3	4	-8	-69	-2	-46	0	-2	-10	COc1ccc(-c2ccc(SC)nn2)cc1
-1	-3	11	-14	0	5	0	-14	12	O=S1(=O)CCN=C2SC3=C(CCCC3)N21
-6	-1	15	·	0	0	-2	4	1	N=c1ccn(Cc2ccc(Cl)cc2)cc1
0	15	19	-10	1	3	1	3	8	COCC(=O)n1nc(-c2ccccc2)nc1NCc1ccc(N(C)C)cc1
0	-1	-10	8	4	-4	·	2	-14	O=C(Nc1ccccc1)/C(=C\c1ccc2c(c1)OCO2)NC(=O)c1ccco1
-3	0	-11	-4	1	-6	1	-3	-24	COc1ccc(NC(=S)NCCCN2CCN(C3CCCCC3)CC2)cc1
12	2	-39	-9	·	-9	2	1	-36	CCCOc1ccc(CNC(=O)Cn2ncc3ccccc32)cc1
0	22	-4	-8	-9	-3	-1	-7	5	COc1ccc(Br)cc1/C=N/NC(=O)c1ccco1
1	-13	-5	-7	1	-3	-1	-9	10	CC(=O)c1ccc(NC(=O)C2CCCNC2=O)cc1 (stereo unspecified)
-6	3	-9	-14	-6	-1	-1	3	6	CCOC(=O)c1sc(NC(=O)OC)c(C(=O)OC)c1C
-3	2	12	-21	2	-1	3	-6	3	CCCN1CCN(C(=O)Nc2ccc(C(=O)OCC)cc2)CC1
-2	1	-5	-13	2	1	0	-3	18	CC1(C)Oc2cc(N)c([N+](=O)[O-])cc2O1
-2	0	-13	-2	6	-5	0	-3	-4	O=C(CNC(=O)c1ccccc1F)OC(C(=O)Nc1cc(C(F)(F)F)ccc1Cl)c1ccccc1 (stereo unspecified)
1	1	-9	-6	4	3	0	-2	-15	CCn1c(-c2ccccc2Cl)nn(CC(=O)Nc2ccccc2OC)c1=S
0	0	1	-20	-2	2	4	-5	-9	CCC(C)N1CC(C(=O)NC2CCCCC2)CC1=O (stereo unspecified)
0	6	-5	-7	·	4	1	2	17	O=C(C1CCC(CNc2c(N3CCCCC3)c(=O)c2=O)CC1)N1CCN(C2CCCCC2)CC1 (stereo unspecified)
